ELG1 repair inh = ELG1-dependent DNA repair inhibition. Potency, µM (series often up to 46.1 µM), for the others: top-dose activity change, negative = inhibition, hits mostly inhibitors. hit rate 2.3% among 330,000. HEK293T ELG1-luciferase reporter, luminescence, 16 h; DNA damage induced by 5-fluorouridine; also: potency is read from the fitted curve at half-maximal effect; % is scaled to controls: 0 for no effect and ±100 for the full control effect; nearly all actives have a fitted effect of over 55% in size
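Luminescence from the luciferase reporter, measured 30 min after ONE-Glo reagent at room temperature, was the read-out. Beforehand, 2,000 cells per well were exposed for 16 hr at 37 °C to 5-fluorouridine together with compound or vehicle.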
NPC1 promoter act = NPC1 promoter activation; Huh7 NPC1 promoter luciferase reporter, 24 h; hit rate 2.4% among 320,000; Potency, µM (series often up to 9.22 µM), for the others: at the highest dose activation, most hits filed as activators;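 also: potency is read from the fitted curve at half-maximal effect; % of control where 0% means no effect; nearly all actives have a fitted effect of over 60% in size; reporter is driven by a mutant NPC1 promoter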
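Readout is luciferase luminescence, reflecting NPC1 promoter activation in stably transfected Huh7 cells after 24 h compound exposure at 37 °C in reduced-serum medium with 10% FBS.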
RORgamma inh = blocks mouse ROR gamma transcriptional activity | Drosophila S2 Gal4-RORgamma UAS-luciferase reporter, 20 h | Potency, µM (titrated, usually from 53.6 µM), inactives show at the top dose activity change, negative = inhibition, usual class: inhibitors | AID 2551 | P51450 | hit rate 5.4% among 310,000; also: potency is read from the fitted curve at half-maximal effect; % is scaled to controls: 0 for no effect and ±100 for the full control effect; nearly all actives have a fitted effect of over 60% in size
Target sequence (P51450 whole entry, looked up, the tested form may be a part): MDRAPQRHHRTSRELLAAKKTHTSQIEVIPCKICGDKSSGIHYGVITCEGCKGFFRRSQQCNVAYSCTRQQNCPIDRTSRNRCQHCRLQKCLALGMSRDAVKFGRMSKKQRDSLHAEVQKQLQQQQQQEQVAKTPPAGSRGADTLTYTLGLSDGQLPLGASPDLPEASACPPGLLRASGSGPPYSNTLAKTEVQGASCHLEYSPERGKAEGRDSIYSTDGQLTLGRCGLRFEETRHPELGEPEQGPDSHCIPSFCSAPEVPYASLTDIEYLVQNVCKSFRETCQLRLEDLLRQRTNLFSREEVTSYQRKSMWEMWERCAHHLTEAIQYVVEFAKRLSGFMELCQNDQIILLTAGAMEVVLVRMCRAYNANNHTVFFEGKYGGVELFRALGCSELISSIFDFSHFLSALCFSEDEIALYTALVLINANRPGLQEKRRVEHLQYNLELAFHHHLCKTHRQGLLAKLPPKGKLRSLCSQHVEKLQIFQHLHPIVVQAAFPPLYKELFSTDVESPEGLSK
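Schneider cells (Drosophila), stable Gal4 DBD–ROR gamma + UAS-luc; 1 hr cmpd preincubation; Cu2+ induction 700 uM final; 20 hr ambient; luminescence.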
p53 reactivation = restores transcriptional activity of mutant p53. Potency, µM (titrated, usually from 92.2 µM), for inactives: at the highest dose activity change, positive = activation, actives largely listed as activators. H1299 p53-A138V BP100-luciferase reporter, luminescence, 24 h. hit rate 0.063% among 320,000. AID 504706; also: potency is read from the fitted curve at half-maximal effect; % of control where 0% means no effect; nearly all actives have a fitted effect of over 45% in size
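p53-null H1299 cells stably carrying temperature-sensitive p53-A138V and a BP100-luciferase reporter were pinned with compounds (4-point, 1:5 series) and held 24 hrs at 37 deg C. Luminescence was read 10 min after detection reagent.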
Rab9 prom act = activators of Rab9 promoter; hit rate 2.8% among 320,000; Potency, µM (titrated, usually from 9.22 µM), without a hit: at the top dose activation, negative = inhibition, usual class: activators; Huh7 Rab9 promoter-luciferase reporter, luminescence, 24 h; also: potency is read from the fitted curve at half-maximal effect; % of control where 0% means no effect; nearly all actives have a fitted effect of over 60% in size
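Luciferase signal after 10 min detection reagent at ambient indicates Rab9 promoter upregulation; stably transfected Huh7 cells were treated 24 h with compound in DMSO at 37 °C, 5% CO2.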
Gal4-VP16 FLuc = inhibits Gal4-VP16 luciferase reporter, ROR gamma counter-screen; Drosophila S2 Gal4-VP16 UAS-luciferase, luminescence, 20 h; Potency, µM (series often up to 53.6 µM), for the others: at the top dose activity, negative = inhibition, actives largely listed as inhibitors; hit rate 3.5% among 310,000; AID 2546;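 also: Gal4-VP16 expression switched on by copper sulfate through the metallothionein promoter; potency is read from the fitted curve at half-maximal effect; % is scaled to controls: 0 for no effect and ±100 for the full control effect; nearly all actives have a fitted effect of over 50% in size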
TRPV1 ag = activates the human vanilloid receptor TRPV1. activation, % at 8.33 µM. hit rate 0.19% among 320,000. TRPV1-expressing cells, Fluo-8 calcium influx, agonist mode. AID 540275; in the data active = activation above about 80%; inconclusive = between about 30% and that limit; also: 0% is about no effect
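Fluo-8 calcium influx in TRPV1-expressing cells, kinetic read (ex 480/em 520 nm). Compound added and read 3 min for agonist activity, followed by capsaicin at EC20 final and 2 min further read for enhancement.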
FLuc counter = firefly luciferase modulation, counter-screen for miR-21 project. hit rate 6.9% among 360,000. P08659. purified FLuc, Km substrates, luminescence inhibition. Potency, µM (titrated, usually from 57.5 µM), for inactives: at the top dose activity change, negative = inhibition, hits mostly inhibitors;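 also: potency is read from the fitted curve at half-maximal effect; plate controls were vehicle for no effect and reference inhibitor for full effect; nearly all actives have a fitted effect of over 55% in size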
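Purified P. pyralis luciferase, 10 nM final, with Km-level 10 uM D-luciferin and 10 uM ATP in 50 mM Tris acetate pH 7.5, 10 mM Mg acetate, 0.01% Tween-20, 0.05% BSA; 6-point qHTS titration about 60 µM downward; luminescence read.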
BRCA1 expr up = increases BRCA1 expression | MCF7-BRCA1-FFLuc reporter, luminescence, 48 h; response scale: scaled: vehicle 0%, 10 µM genistein 100% | Potency, µM (highest dose often 46.1 µM), inactives show top-dose activation, most hits filed as activators | hit rate 1.1% among 380,000 | AID 624202; also: potency is read from the fitted curve at half-maximal effect; nearly all actives have a fitted effect of over 80% in size; some results filed as inactive show a strong effect at the top dose
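Luminescence from a BRCA1-driven firefly luciferase in MCF7 cells was read after 48 h compound exposure at 37 C. Data normalized against DMSO and a 10microM genistein activation control, then curve-fitted across the titration.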
Tb PFK inh = blocks T. brucei phosphofructokinase. O15648. T. brucei PFK, ADP-Glo luminescence. Potency, µM (top dose mostly 57.5 µM), inactives show at the top dose activity, negative = inhibition, hits mostly inhibitors. hit rate 0.17% among 330,000. AID 485367;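 also: potency is read from the fitted curve at half-maximal effect; 0% = uninhibited 1x PFK enzyme wells and -100% = no-enzyme wells; nearly all actives have a fitted effect of over 60% in size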
Target sequence (O15648 whole entry, looked up): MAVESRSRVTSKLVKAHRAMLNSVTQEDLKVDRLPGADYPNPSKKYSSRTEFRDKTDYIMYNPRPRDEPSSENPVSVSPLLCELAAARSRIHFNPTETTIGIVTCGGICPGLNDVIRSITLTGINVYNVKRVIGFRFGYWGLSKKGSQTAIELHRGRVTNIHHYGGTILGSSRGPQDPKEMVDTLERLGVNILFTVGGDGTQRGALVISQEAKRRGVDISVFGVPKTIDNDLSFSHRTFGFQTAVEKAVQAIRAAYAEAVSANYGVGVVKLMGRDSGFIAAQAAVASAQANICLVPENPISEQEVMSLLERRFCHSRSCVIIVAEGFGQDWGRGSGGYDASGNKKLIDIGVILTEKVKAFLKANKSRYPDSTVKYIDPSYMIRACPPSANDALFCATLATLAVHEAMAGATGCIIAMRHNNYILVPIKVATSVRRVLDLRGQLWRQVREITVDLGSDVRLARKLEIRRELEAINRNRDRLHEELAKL
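Compounds were pin-transferred as a titration series up to 57 uM into substrate buffer (0.5 mM F6P, 0.1 mM ATP, pH 8.0), then 1.25 nM PFK was added and reactions ran 45 min before ADP-Glo detection.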
ELG1 genotox = inducers of genotoxicity in HEK293T ELG1-luciferase cells; HEK293T ELG1-luciferase reporter, luminescence, 16 h; Potency, µM (top dose mostly 46 µM), inactives show at the top dose activity change, positive = activation, most hits filed as activators; hit rate 1.3% among 330,000; also: potency is read from the fitted curve at half-maximal effect; % of control where 0% means no effect; nearly all actives have a fitted effect of over 60% in size
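HEK293T cells expressing luciferase-tagged ELG1 were treated with compound or DMSO for 16 hr at 37°C. Luciferase activity was then read after 30 min with ONE-Glo at room temperature; rising signal flags genetic stress.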
* marks the source's active call; other numbers are inactive results; ? = inconclusive; . = no result given; [ ] = dose if it differs, or a comment. Unless noted, calls follow the shape of the dose curve; as a rule, active = well fitted curve in the direction sought with a large enough effect; inconclusive = small, poorly fitted or top-dose-only effect, or another doubt; inactive = no such curve, though single readings can be large; an effect the other way counts as inactive or inconclusive.

| Molecule | p53 reactivation | ELG1 genotox | FLuc counter | BRCA1 expr up | Rab9 prom act | Gal4-VP16 FLuc | Tb PFK inh | RORgamma inh | NPC1 promoter act | ELG1 repair inh | TRPV1 ag |
| --- | --- | --- | --- | --- | --- | --- | --- | --- | --- | --- | --- |
| Cc1ccc(NC(=O)COC(=O)c2ccc(-n3cnnn3)cc2)c(Br)c1 | ? | 1.2% | 0.9% | 14.2% | 1.3% | . | 2.4% | . | 0.1% | ? | -3.8 |
| C=CCNC(=S)Nc1ccc2cn[nH]c2c1 | 0.6% | -5.8% | 0.6% | 0.0% | 0.3% | 0.2% | -2.7% | -11.4% | -6.2% | ? | . |
| Cc1ccc2nc(C)cc(C(=O)N3CCCC(CO)(Cc4ccccc4C)C3)c2c1 (stereo not given) | -5.1% | -3.9% | 1.8% | -15.8% | -14.4% | 3.3% | -5.4% | 28.8% | -1.8% | -15.3% | 5.7 |
| O=c1c2sccc2[nH]c(=S)n1-c1ccccc1 | -3.0% | 1.2% | -3.3% | -0.5% | -0.1% | 3.55µM* | 11.0% | ? | -6.3% | 0.0% | -9.8 |
| COc1ccc(N/C=C(\C#N)c2ccc(OCCCF)cc2)cc1 | -2.3% | 12.0% | -18.3% | -20.8% | 1.3% | -0.2% | -2.5% | -1.4% | 0.0% | 6.6% | -3.4 |
| CC1CC(Nc2ccccc2)c2ccccc2N1C(=O)c1cccnc1 (stereo not given) | -3.1% | -8.6% | ? | -38.7% | -0.5% | -18.5% | -0.5% | -29.0% | -1.7% | 16.4µM* | -1.8 |
| COc1ccc(N2CCN(C(=O)Cc3nn(C)c(=O)c4ccccc34)CC2)cc1 | -8.0% | -9.5% | 0.1% | 0.1% | -7.5% | -21.6% | -5.3% | 14.8% | -0.5% | ? | 1.5 |
| c1ccc2c(-n3cccn3)cccc2c1 | 7.7% | ? | 15.1µM* | 16.6% | 24.3% | 17.4% | 0.1% | -6.1% | ? | ? | -2.9 |
| CCOc1ccc2nc(NC(=O)CN3CCC(n4nnc5cc(F)ccc54)CC3)sc2c1 | -28.7% | -43.7%[inhibitor] | ? | -49.5% | -8.7% | 29.8% | -0.9% | -20.9% | 0.3% | 9.2µM* | 5.6 |
| Cc1ccc(C)c(NC(=O)COC(=O)c2cc3ccccc3oc2=O)c1 | 9.9% | -0.1% | 4.3% | -15.8% | 0.2% | . | 0.4% | . | -7.4% | ? | 7.2 |
| COc1ccc(OCc2cc(C(=O)N3CCC(OC)CC3)no2)c2ccccc12 | ? | ? | 10.7µM* | -24.7% | 2.51µM* | 7.3% | 2.2% | ? | ? | ? | ? |
| CC1CN(c2oc(-c3cccs3)nc2C#N)CC(C)O1 (stereo not given) | 7.4% | -1.6% | -0.4% | -57.3% | 3.6% | -6.4% | -0.9% | -17.3% | 13.9% | ? | 0.5 |
| O=C(CSc1nnnn1-c1ccccc1)Nc1nsc(-c2ccc(Cl)cc2)n1 | 19.1% | ? | 5.2% | 3.4% | 0.2% | 4.2% | 1.6% | -1.7% | 0.9% | ? | -1.6 |
| COc1ccc(CCNC(=O)c2cc3sccc3n2C)cc1OC | -4.6% | -8.8% | -15.8% | 10.4% | 7.0% | -2.1% | -3.9% | -5.0% | -7.1% | -19.8% | 8.6 |
| CSc1cccc2sc(NC(=O)C3=COCCO3)nc12 | 2.9% | 13.3% | -14.4% | 82.7% | 27.9% | . | -0.6% | . | 19.9% | ? | 19.3 |
| C=CCSc1n[nH]c(-c2cccs2)n1 | 6.1% | 8.5% | ? | 36.4% | 17.2% | ? | 0.9% | 11.2µM* | -5.1% | ? | 1.2 |
| COc1ccc(-c2nc(C#N)c(NCC3CCCO3)o2)cc1 (stereo not given) | 3.7% | 13.0% | 13.5µM* | 97.4% | 21.0% | 8.5% | 0.1% | ? | 21.5% | ? | 2.7 |
| CC1CCc2cc(F)ccc2N1C(=O)CN1C(=O)c2ccccc2C1=O (stereo not given) | -5.4% | 6.4% | 10.5% | -1.1% | 0.6% | 1.8% | -0.7% | 2.0% | -1.2% | 1.3% | -0.4 |
| O=C(/C=C/c1ccc(Br)cc1)NC1CCCCCC1 | 10.4% | ? | ? | ? | 15.5% | -17.1% | -13.4% | -6.4% | 2.8% | ? | 16.9 |
| O=C(CC1C(=O)NCCN1C(=O)c1ccccc1)Nc1cc(Cl)ccc1Cl (stereo not given) | 10.3% | -3.2% | 5.1% | 2.3% | -0.5% | 6.5% | 0.5% | 2.6% | -0.4% | 1.6% | 0.9 |
| O=C(CSc1nnc(-c2ccncc2)o1)Nc1ccccc1Cl | ? | ? | -1.4% | 13.9% | 27.5% | . | -15.0% | -28.7%[0.365 µM] | 11.4% | ? | -1.9 |
| COc1cc(S(=O)(=O)Nc2ccncc2)ccc1F | -3.3% | -1.0% | -1.0% | -6.6% | -7.7% | -2.4% | 2.0% | 12.6% | -5.6% | 16.5% | -0.3 |
| COc1ccc(OCc2nnc(SCC(=O)N3CCOCC3)o2)cc1 | -0.5% | 2.7% | -10.0% | -4.8% | -10.1% | 7.1% | -8.2% | 20.4% | 5.1% | -6.6% | 1.4 |
| O=C(COC(=O)C1C2CC3OC(=O)C1C3C2)Nc1cccc(Cl)c1 (stereo not given) | 2.3% | -0.3% | ? | 5.3% | -3.8% | 2.4% | 3.9% | 2.5% | 0.6% | 6.5% | 1.2 |
| COC(=O)C(O)(CC(=O)c1ccc(OC)cc1)C(F)(F)F (stereo not given) | 17.4% | 2.5% | 5.0% | 5.5% | -4.6% | -13.2% | 2.9% | 36.7% | -3.1% | ? | -1.5 |
| COC(=O)Cn1c(CN2CCOCC2)nc2c1c(=O)n(C)c(=O)n2C | 6.8% | 6.1% | -1.2% | -15.5% | 3.0% | 4.9% | 0.0% | -15.9% | -0.3% | 17.3% | -3.9 |
| CC(=O)NC1C(=O)N=C(SCC(=O)Nc2ccc(C(F)(F)F)cc2Cl)NC1=O (stereo not given) | -5.2% | -2.8% | -15.4% | -15.9% | 2.5% | 1.2% | -0.3% | -6.0% | -3.5% | -2.9% | -1.8 |
| Cc1ccc(C(=O)NNC2=Nc3cc([N+](=O)[O-])ccc3OC2)cc1 | -2.8% | 13.9% | -0.2% | -41.7% | 1.5% | -12.4% | 2.7% | -29.8% | 0.9% | 9.5% | 1.4 |
| CC(=O)Cc1nsc(NC(=O)c2cccc(F)c2)n1 | 5.9% | 27.0% | ? | ? | 8.8% | -6.0% | 1.0% | 29.1% | ? | ? | 2.8 |
| Fc1ccc(NC(=S)N2CCc3[nH]c4ccccc4c3C2)cc1 | -3.9% | -2.5% | -6.5% | -6.3% | -1.1% | 1.3% | -0.9% | -5.3% | 0.0% | -10.0% | -4.1 |
| CC1Cc2ccccc2N1S(=O)(=O)c1cnc(Cl)c(Br)c1 (stereo not given) | ? | -2.7% | 1.4% | -59.0% | -1.3% | -6.5% | -0.8% | -1.2% | -4.0% | -2.0% | -3.4 |
| COc1ccc(/C=C/C(=O)NC(=S)Nc2cc3oc4ccccc4c3cc2OC)cc1 | 6.6% | 1.9% | -6.7% | -28.5% | 2.9% | 1.8% | 2.9% | -37.6% | 1.0% | ? | -4.0 |
| Cc1ccc(SCc2cc(=O)n(C)[nH]2)cc1 | 6.7% | -15.5% | ? | -2.2% | 2.9% | 10.0% | 3.0% | 0.1% | 0.0% | -4.9% | ? |
| O=C(CNC(=O)Cc1ccccc1)NCC(=O)OCc1ccccc1 | 6.8% | 2.0% | -0.5% | 13.6% | 0.3% | -7.7% | 1.0% | -7.5% | -3.8% | 3.3% | 4.4 |
| Cc1cc(Cl)ccc1NC(=O)CCC(=O)N/N=C/c1cccnc1 | -12.6% | 0.7% | -1.5% | 18.0% | 0.0% | -5.6% | -4.8% | 11.9% | 1.1% | -10.2% | 0.7 |
| Cc1ccc(C)c(S(=O)(=O)Nc2cc(C)on2)c1 | 16.6% | 0.6% | -2.6% | 29.1% | 2.4% | 2.2% | -6.6% | -10.3% | 6.9% | 8.2% | -1.1 |

Part of the list above, as labelled records.
Cc1cc(Cl)ccc1NC(=O)CCC(=O)N/N=C/c1cccnc1
  p53 reactivation = -12.6%
  ELG1 genotox = 0.7%
  FLuc counter = -1.5%
  BRCA1 expr up = 18.0%
  Rab9 prom act = 0.0%
  Gal4-VP16 FLuc = -5.6%
  Tb PFK inh = -4.8%
  RORgamma inh = 11.9%
  NPC1 promoter act = 1.1%
  ELG1 repair inh = -10.2%
  TRPV1 ag = 0.7

Cc1ccc(C)c(S(=O)(=O)Nc2cc(C)on2)c1
  p53 reactivation = 16.6%
  ELG1 genotox = 0.6%
  FLuc counter = -2.6%
  BRCA1 expr up = 29.1%
  Rab9 prom act = 2.4%
  Gal4-VP16 FLuc = 2.2%
  Tb PFK inh = -6.6%
  RORgamma inh = -10.3%
  NPC1 promoter act = 6.9%
  ELG1 repair inh = 8.2%
  TRPV1 ag = -1.1

Screening data (PubChem)
